STAT1 blocker: STAT1 signaling inhibitors, primary screen, cell-based, HTS, luciferase reporter. NIH 3T3 STAT1-luciferase reporter, IFN-gamma, luminescence. 200,000 compounds, 0.35% hits. inhibition, % at 5.5 µM;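 active = inhibition above a set limit, the mean inhibition across all tested compounds plus 3 SD, cut at about 34% in these data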;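 also: 0% = IFN-gamma with DMSO and 100% = IFN-gamma with 300 µM nifuroxazide; values of inactives mirror those of a sister screen read the other way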
STAT1 act: STAT1 signaling activators, primary screen, cell-based, HTS, luciferase reporter; 200,000 compounds, 2.6% hits; activation (% of control), % at 5.5 µM; NIH 3T3 STAT1-luciferase reporter, IFN-gamma, luminescence; 100% = IFN-gamma alone, no compound; AID 932, 2007;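 active = activation above the screen-wide mean activation plus 3 SD, cut at about 130% in these data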;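 also: raw ratio to IFN-gamma control signal so 100% means no change and 0% no light; values of inactives mirror those of a sister screen read the other way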
STAT3 act: IL-6 driven STAT3 reporter potentiators, primary screen, U3A cells, luciferase, luminescence, MLSCN library | IL-6 STAT3-luciferase reporter; 100% = signal with IL-6 EC80 alone | activation (% of control), % at 5.6 µM | 190,000 compounds, 0.91% hits | AID 871, 2007;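 active = activation above the screen-wide mean of compound activation plus 3 SD, cut at about 130% in these data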;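 also: 0% = background luminescence of wells with medium and substrate only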
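Detection: reporter luminescence signal / Assay system: STAT1-lacking human U3A cells, STAT3 luciferase reporter / Incubation: compound pre-incubation 1 h before IL-6, then 6 h stimulation at 37 °C / Control set: IL-6-only high control / Read-out: % activation relative to IL-6 control / Probe or stimulus: Interleukin-6, 33 ng/mL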
TLR4 MyD88 comp: inhibitors of TLR4-MyD88 association in cells, primary screen, cell-based, HeLa CL3-4, BLA complementation, FRET ratio. Toll-like receptor 4 (Homo sapiens) + Myeloid differentiation primary response protein …. inhibition, % at 8.4 µM. HeLa CL3-4 TLR4/MyD88 BLA complementation. 200,000 compounds, 0.18% hits; in the data active = inhibition above about 25%;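 also: 0% = vehicle and 100% = reference inhibitor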
Target sequence (O00206 whole entry, looked up): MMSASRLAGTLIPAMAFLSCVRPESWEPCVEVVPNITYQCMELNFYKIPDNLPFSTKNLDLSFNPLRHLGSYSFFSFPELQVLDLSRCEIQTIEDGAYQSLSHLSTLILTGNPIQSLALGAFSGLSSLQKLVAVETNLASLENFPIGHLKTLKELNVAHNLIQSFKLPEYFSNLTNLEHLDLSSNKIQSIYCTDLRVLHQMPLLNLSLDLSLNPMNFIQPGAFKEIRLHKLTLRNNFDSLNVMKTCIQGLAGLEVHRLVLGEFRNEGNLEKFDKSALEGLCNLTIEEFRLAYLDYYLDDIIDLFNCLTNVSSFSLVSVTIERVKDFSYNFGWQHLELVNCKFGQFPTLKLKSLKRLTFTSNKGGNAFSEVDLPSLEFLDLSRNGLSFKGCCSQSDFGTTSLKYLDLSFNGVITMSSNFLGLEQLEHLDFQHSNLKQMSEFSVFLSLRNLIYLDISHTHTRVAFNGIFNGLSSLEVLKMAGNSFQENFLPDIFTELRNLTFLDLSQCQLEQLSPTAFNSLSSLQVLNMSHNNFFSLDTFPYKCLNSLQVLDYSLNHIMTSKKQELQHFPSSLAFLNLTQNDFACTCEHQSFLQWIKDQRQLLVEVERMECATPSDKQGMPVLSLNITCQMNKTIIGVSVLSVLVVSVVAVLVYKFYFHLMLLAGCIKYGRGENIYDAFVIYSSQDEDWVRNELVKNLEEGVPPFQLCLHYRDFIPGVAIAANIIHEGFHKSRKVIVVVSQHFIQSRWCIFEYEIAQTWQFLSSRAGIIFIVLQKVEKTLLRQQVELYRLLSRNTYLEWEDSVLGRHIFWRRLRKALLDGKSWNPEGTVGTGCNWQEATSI
Target sequence (Q99836 whole entry, looked up): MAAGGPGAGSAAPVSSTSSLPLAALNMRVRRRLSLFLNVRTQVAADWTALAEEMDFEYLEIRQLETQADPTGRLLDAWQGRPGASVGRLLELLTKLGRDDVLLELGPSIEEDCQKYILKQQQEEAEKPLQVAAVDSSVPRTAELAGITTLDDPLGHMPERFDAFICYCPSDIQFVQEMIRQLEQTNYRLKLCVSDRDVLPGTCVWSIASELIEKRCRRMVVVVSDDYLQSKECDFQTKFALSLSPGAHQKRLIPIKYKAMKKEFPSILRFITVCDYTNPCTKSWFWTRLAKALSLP
Diaphorase act: compounds boosting diaphorase resazurin reduction – biochemical, uHTS, resorufin fluorescence, counter-screen for diaphorase-coupled primary assays, primary screen | activation factor at 20 µM | Diaphorase/resazurin coupled assay, 16 min; active compounds read high; 1 = vehicle wells, 0 = NADH-free wells | 190,000 compounds, 0.005% hits;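 active = diaphorase activity raised at least twofold by the compound at 20 µM; inactive = activation factor below 2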
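Material: bacterial diaphorase enzyme (C. kluyveri); amount: enzyme 0.07 U/mL final; reagent: NADH substrate 0.114 mM plus resazurin dye 0.1 mM, final; doses: single compound dose of 20 µM, 1% DMSO final; timing: 16 min enzyme reaction, ambient temperature; measured by: fluorescence of resorufin, 544 nm excitation, 590 nm emission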
APP transl inh: inhibitors of APP translation via 5'UTR reporter, primary screen, APP 5'UTR luciferase, SH-SY5Y cells; SH-SY5Y APP 5'UTR-luciferase reporter, luminescence; inhibition, % at 2 µM; 190,000 compounds, 0.82% hits;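 active = inhibition above a set limit, derived from the sample mean plus 3 SD, cut at about 45% in these data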; also: values of inactives mirror those of a sister screen read the other way
Diaph inh CS: diaphorase inhibitors and chemical oxidizers, primary screen, counter-screen for diaphorase-coupled primary assays, biochemical, uHTS, resorufin fluorescence; diaphorase resazurin-to-resorufin fluorescence, NADH, 16 min; bacterial (C. kluyveri) enzyme, not human; inhibition, % at 20 µM; 190,000 compounds, 0.69% hits;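 active = primary screen inhibition at 20 µM above a set limit, cut at about 50% in these data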;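 also: plate controls were DMSO with full reaction for no effect and wells lacking NADH for full effect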
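System: Bacterial diaphorase enzyme (C. kluyveri) | Incubation: 16-min room-temperature incubation before reading | Benchmarks: No-NADH positive control and DMSO neutral control | Measured by: Resorufin fluorescence 544/590 nm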
G6PDH counter: L. mesenteroides G6PDH inhibitors, counter-screen for G6PDH-coupled screening assays, biochemical, Leuconostoc mesenteroides enzyme | glucose-6-phosphate dehydrogenase [Leuconostoc mesenteroides] | Purified L. mesenteroides G6PDH, diaphorase/resazurin coupled fluorescence, 45 min | inhibition, % at 5 µM | 200,000 compounds, 0.12% hits; in the data active = inhibition above about 50%
STAT3 inh: IL-6 driven STAT3 reporter inhibitors, primary screen, U3A cells, luciferase, luminescence, MLSCN library; IL-6 STAT3-luciferase reporter; host cell line lacks STAT1; inhibition, % at 5.5 µM; 190,000 compounds, 0.89% hits; AID 862, 2007;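 active = inhibition above the mean inhibition across all screened compounds plus 3 SD, cut at about 44% in these data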;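 also: 0% = DMSO only wells and 100% = 100 µM nifuroxazide control wells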
Hsp70 act: Hsp70 transcriptional activators, primary screen, cell-based, HeLa, Hsp70 promoter luciferase, luminescence, 10 µM | AID 1203, 2008 | 200,000 compounds, 0.04% hits | activation, % at 10 µM | HeLa Hsp70 promoter luciferase reporter; scaled: vehicle 0, proteasome-inhibitor control 100%;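 active = activation above the mean across all tested compounds plus 3 SD, cutoff set per campaign, cut at about 5.5% in these data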;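 also: 100% = MG132 at 30 µM as the positive control and 0% = DMSO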
Numbers without * were called inactive; nt = no result given. Random draw from the library; about 6.1% have a hit in one of these screens.

Value order – STAT1 blocker, STAT1 act, STAT3 act, TLR4 MyD88 comp, Diaphorase act, APP transl inh, Diaph inh CS, G6PDH counter, STAT3 inh, Hsp70 act
1) Cc1ccc(C(=O)N2CC(=O)Nc3ccc(F)cc3C2c2ccc(F)cc2)cc1[N+](=O)[O-] (centres undefined)
→ 4, 96, 103, -10, 0.9, 5, 10, 8, -5, 0.1
2) COC(=O)CNC(=O)C(CCSC)NC(C)=O (centres undefined)
→ -2, 100, 100, -2, 0.9, -10, 10, 11, 6, 0.1
3) O=C(Nc1ccccc1Cc1ccccc1)C1CC(=O)N(c2ccc3c(c2)OCCO3)C1 (centres undefined)
→ 0, 100, 106, -4, 0.8, 0, 25, 8, -9, 0.3
4) CCCc1cc2c(OC(=O)CC)c(-c3ccc(C(=O)OCC)o3)c(=O)oc2cc1OC
→ -4, 103, 101, 0, 0.7, 4, 33, -3, 0, -0.5
5) CC1CCCC(NC(=O)COC(=O)c2ccccc2[N+](=O)[O-])C1C (centres undefined)
→ -8, 106, 101, 15, 0.9, -23, 12, 11, 6, -0.2
6) COc1cccc(C2SCC(=O)N2c2ccc(Cl)cc2)c1OC (centres undefined)
→ 3, 98, 97, -3, 0.9, 2, 5, 15, 2, -0.6
7) COc1ccc(/C=C/C2=NN(Cc3ccccc3)C(=O)CC2)cc1
→ 5, 96, 97, -4, 0.9, 10, 8, 14, 6, -0.2
8) O=C(NCCc1ccccc1)Nc1ccc2c(c1)OCO2
→ -48, 140*, 112, 8, 1, -115, 1, 3, -10, -0.2
9) COc1ccc(NC(=O)COc2ncnc3ccccc23)cc1S(=O)(=O)N1CCOCC1
→ 2, 99, 104, 7, 0.9, 2, 8, 2, -2, 0.0
10) Cc1ccc(NS(=O)(=O)c2cccc([N+](=O)[O-])c2)nc1
→ -5, 103, 98, -18, 0.9, -13, 12, 9, 4, -0.2
11) Cn1c(CCNC(=O)c2ccc(Cl)c(Cl)c2)nnc1SCc1ccc(Cl)c(Cl)c1
→ 3, 96, 99, 7, 0.7, 0, 30, -14, 10, -0.2
12) CC(=O)Nc1ncnc2c1c(-c1ccc(Cl)cc1)nn2C(C)(C)C
→ -8, 105, 105, 6, 0.9, -18, 8, -2, -2, -0.4
13) Cc1cccc(N2CCN(Cc3nc(-c4cccc(Oc5ccccc5)c4)oc3C)CC2)n1
→ 2, 98, 106, 3, nt, -8, nt, 8, -1, -0.3
14) CCOC(=O)Cc1csc(NC(=O)COc2ccccc2OC)n1
→ -1, 100, 98, -9, 0.9, -3, 14, 0, 5, 0.1
15) Nc1nc(-c2cccnc2)nn1C(=O)Cc1ccccc1
→ 10, 91, 94, -20, 0.8, -12, 18, 7, 11, -0.3
16) CCc1ccccc1NC(=O)CSc1nnc([C@@H]2CCCN2C(=O)OC(C)(C)C)o1
→ 7, 94, 102, 1, 0.9, -7, 10, 4, 1, -0.3
17) C=CCn1c(SCC(=O)c2c(N)n(C)c(=O)n(C)c2=O)nc2sc(C)c(C)c2c1=O
→ -3, 102, 104, -10, 0.8, 4, 22, 6, 0, -0.4
18) CCOC(=O)C1CCN(c2nnc(N3CCCC3=O)s2)CC1
→ -19, 116, 104, -2, 1.1, 8, -6, -2, 0, -0.3
19) CCOC(=O)c1c(/N=C/N(C)C)sc(C)c1C
→ -5, 103, 105, 8, 0.9, -5, 8, 0, 1, -0.2
20) C/C(=N/NC(=O)c1ccc2c(c1)OCO2)c1ccc(Br)s1
→ -41, 136*, 97, -9, 0.9, -82, 7, 0, 6, 0.1
21) N/C(=N\OC(=O)COc1ccc([N+](=O)[O-])cc1)c1ccc(Br)cc1
→ -4, 103, 102, -10, 1.1, 13, -14, 12, 1, -0.3
22) Cc1cc(=O)n2c(n1)OC(CO)C2 (centres undefined)
→ -7, 106, 104, -2, 0.9, -9, 11, 5, -2, -0.4
23) CCOC(=O)/C=C1\SCC(=O)N1CC(=O)Nc1ccc(OC)c(OC)c1
→ -7, 107, 99, -5, 1, 2, 0, 3, 6, -0.5
24) CCOc1ccccc1NS(=O)(=O)c1ccc2c(c1)n(C)c(=O)c(=O)n2C
→ 6, 94, 107, 13, 0.9, -2, 7, 14, -4, -0.5
25) O=C1CC(N2CCC(c3nc4ccccc4[nH]3)CC2)C(=O)N1c1cccc(F)c1 (centres undefined)
→ -6, 104, 103, 1, 0.9, 4, 8, 5, 4, -0.1
26) O=C(CSCc1ccccc1Cl)NN=C1CCCCCC1
→ -4, 103, 112, -2, 0.8, 3, 20, 7, -9, -0.2
27) Cn1c(C(=O)O)c(CC(=O)NCC2COc3ccccc3O2)c2ccccc21 (centres undefined)
→ -7, 106, 102, -3, 0.8, -5, 20, 1, 0, -0.2
28) CC(O)Cc1nsc(NC(=O)c2ccc(Br)o2)n1 (centres undefined)
→ -3, 102, 103, -1, 0.9, 0, 14, -10, 2, 0.1
29) COCCNS(=O)(=O)c1cc(-c2nn(C)c(=O)c3ccccc23)ccc1C
→ 11, 90, 100, -5, 0.9, 3, 13, 2, 5, -0.2
30) Cc1ccc(-c2nnn(CC(=O)NCC3CC3)n2)o1
→ 1, 99, 105, 4, 0.9, -19, 9, 8, -2, 0.2

The listing continues.
| No. | structure | STAT1 blocker | STAT1 act | STAT3 act | TLR4 MyD88 comp | Diaphorase act | APP transl inh | Diaph inh CS | G6PDH counter | STAT3 inh | Hsp70 act |
| --- | --- | --- | --- | --- | --- | --- | --- | --- | --- | --- | --- |
| 31 | CNS(=O)(=O)c1ccc(OC)c(-c2nnc3c4ccccc4c(C)nn23)c1 | 6 | 95 | 101 | -7 | 0.9 | -22 | 10 | 1 | 0 | 0.2 |
| 32 | COc1ccc(NC(=O)COC(=O)CC23CC4CC(CC(C4)C2)C3)c([N+](=O)[O-])c1 | 3 | 98 | 108 | 6 | 0.8 | 6 | 17 | 6 | -3 | -0.2 |
| 33 | COc1ccc(NC(=O)CSc2nnc(-c3ccccn3)n2N)c(OC)c1 | 0 | 100 | 100 | 6 | 0.7 | 3 | 34 | 7 | 7 | 0.0 |
| 34 | Cc1ccccc1-n1c(SCC(=O)N2CCC(C(=O)O)CC2)nnc1-c1ccncc1 | -3 | 103 | 99 | -7 | 1 | -24 | 1 | 8 | 2 | 0.0 |
| 35 | COc1ccccc1CNC(=O)N/C=C/c1ccc(Cl)cc1 | 2 | 98 | 110 | -5 | 0.9 | 18 | 14 | 1 | -3 | 0.0 |
| 36 | CCc1ccccc1NC(=O)c1cc2sccc2n1C | -9 | 108 | 99 | 7 | 1.1 | -10 | -8 | -3 | 6 | -0.3 |
| 37 | CN(C)S(=O)(=O)c1cc(NC(=O)CN2CCN(c3ccc(O)cc3)CC2)ccc1Cl | 0 | 102 | 102 | -5 | 0.7 | 12 | 34 | 0 | 3 | -0.1 |
| 38 | CC(=O)c1cccc(CN2CCN(CCc3ccccc3)C(CCO)C2)c1 (centres undefined) | -4 | 102 | 101 | -3 | 1 | 11 | 2 | 8 | 10 | -0.1 |
| 39 | COc1ccc(NC(=O)c2ccc(NS(=O)(=O)c3c(C)noc3C)cc2)cc1OC | 3 | 97 | 100 | 1 | 0.9 | 18 | 12 | 2 | 10 | 0.1 |
| 40 | C#CCOCCOCCOCCNc1nc(N2CCN(C(=O)Cn3cc(CCCN=C(N)N)nn3)CC2)nc(N2CCN(C(=O)[C@H]([C@@H](C)CC)n3cc(CCCN=C(N)N)nn3)CC2)n1 | 1 | 99 | 92 | -3 | 1.3 | 6 | -29 | 5 | 6 | 0.0 |
| 41 | C/C(=N\Nc1nc(C)cc(-c2ccccc2)n1)c1ccc(C)o1 | 8 | 92 | 94 | 7 | 0.9 | 6 | 9 | 3 | 14 | -0.3 |
| 42 | O=C(CSCc1ccccc1F)NCc1ccc(F)cc1 | -10 | 108 | 104 | -21 | 0.9 | 0 | 10 | 3 | 8 | 0.7 |
| 43 | CC(=O)NC(CC(=O)NC1CCCCCC1)c1ccccc1 (centres undefined) | 0 | 100 | 94 | 14 | 0.9 | -12 | 9 | -2 | 5 | -0.1 |
| 44 | O=C(COC(=O)[C@@H]1CC(O)CN1S(=O)(=O)c1ccc2c(c1)OCCO2)NCc1ccc(F)cc1 (some centres undefined) | -3 | 101 | 101 | 0 | 1 | 1 | 3 | -3 | 0 | -0.4 |
| 45 | COc1cccc(/C=C/C(=C2/C(=O)N(c3ccccc3)N=C2C)c2ccccc2)c1OC | -6 | 105 | 99 | -7 | 1 | 7 | 1 | 10 | 2 | -0.3 |
| 46 | O=C(CSc1ncnc2scc(-c3ccccc3)c12)NCc1ccc2c(c1)OCO2 | 5 | 95 | 103 | -4 | 0.8 | 20 | 19 | -3 | 0 | -0.3 |
| 47 | COCCNC(=O)C(c1ccncc1)N(C(=O)Cn1nnc2ccccc21)c1ccc(OC)cc1 (centres undefined) | 4 | 96 | 94 | -12 | 0.9 | 16 | 12 | -19 | 11 | -0.3 |
| 48 | O=C(/C=C/c1ccco1)Nc1cccnc1 | -22 | 120 | 103 | -8 | 0.9 | -10 | 13 | 1 | 3 | 0.1 |
| 49 | COC(=O)c1cccc(NC(=O)CN2CCOCC2)c1 | -1 | 101 | 102 | 3 | 0.9 | 7 | 8 | 5 | 1 | -0.2 |
| 50 | COc1ccc(-n2ccnc2SCC(=O)Nc2ccc(OC)cc2OC)cc1 | 2 | 98 | 88 | 2 | 0.9 | -11 | 9 | 13 | 18 | -0.2 |

Screening data: PubChem BioAssay, several laboratories
